Screening data as filed in PubChem BioAssay.
procasp3 activ – activators of human procaspase-3 D3A mutant, primary screen, biochemical, absorbance, PC-3 D3A mutant, single concentration; recombinant procaspase-3 D3A, Ac-DEVD-pNA absorbance 405 nm; activation, % at 8.5 µM; actives 0.11% (n = 330,000);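 active = activation above the mean of all tested compounds plus 3 SD, cut at about 21% in these data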;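 note: 0% = DMSO alone and 100% = DMSO wells spiked with extra 5 µM PC-3 D3A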
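assay system = Procaspase-3 D3A mutant | signal = absorbance at 405 nm, 0 and 120 min | times = 1 h preincubation plus 2 h reaction at 25 °C | repeats = single replicate | read-out = % activation between DMSO and enzyme-spiked controls | medium = Zinc-free HEPES saline buffer with Triton X-100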
JMJD2C inh – inhibitors of GASC-1 histone demethylase, primary screen, biochemical, fluorescence, DELFIA europium; inhibition, % at 2.35 µM; actives 0.069% (n = 330,000); GST-JMJD2C(1-420) H3K9me3 demethylation;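 active = more than half of a compound's replicate wells show inhibition beyond 50%, single wells judged on their own value; inconclusive = some, but no more than half, of replicates pass 50% inhibition; inactive = no replicate passes 50% inhibition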;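 note: signal counts dimethyl H3K9 product captured on neutravidin plate; 0% = median of DMSO wells and 100% = 0.3 times that DMSO median; strong numbers were not always called active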
Target sequence (Q9H3R0 1-420 limits assumed): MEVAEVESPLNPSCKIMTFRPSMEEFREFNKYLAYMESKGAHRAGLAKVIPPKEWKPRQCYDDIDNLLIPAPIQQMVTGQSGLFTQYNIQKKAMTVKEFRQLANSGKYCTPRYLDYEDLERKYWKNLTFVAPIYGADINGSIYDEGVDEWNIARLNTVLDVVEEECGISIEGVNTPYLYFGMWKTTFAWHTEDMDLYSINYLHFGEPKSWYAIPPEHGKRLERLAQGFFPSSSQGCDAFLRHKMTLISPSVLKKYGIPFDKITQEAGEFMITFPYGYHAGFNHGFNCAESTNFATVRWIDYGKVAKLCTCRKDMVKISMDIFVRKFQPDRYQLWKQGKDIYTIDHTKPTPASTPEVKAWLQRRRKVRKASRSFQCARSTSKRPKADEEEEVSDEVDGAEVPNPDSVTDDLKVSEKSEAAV
proCasp7 act – procaspase-7 activators, primary screen, counter-screen for procaspase-3 activator project, biochemical, absorbance, HTS, human | recombinant procaspase-7, Ac-DEVD-pNA absorbance 405 nm; D23A/D198A/D206A triple mutant, cannot self-cleave; scale: DMSO 0, 5 µM enzyme 100 | Caspase-7 (Homo sapiens), P55210 | activation, % at 8.5 µM | actives 0.093% (n = 330,000);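 active = percent activation above the screen-wide mean plus 3 SD, cut at about 25% in these data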
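System: Procaspase-7 triple mutant (PC-7 D3A); measure: % activation from two-timepoint absorbance difference, scaled to controls; times: 1 h compound preincubation, 2 h substrate cleavage, 25 °C; also added: Ac-DEVD-pNA substrate, 400 µM as added; measured by: Epi-absorbance of released pNA at 405 nm, two timepoints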
TPT1 inh – Candida albicans TPT1 enzyme inhibitors, primary screen, biochemical, fluorescence polarization. recombinant caTPT1, FP RNA substrate dephosphorylation. inhibition, % at 5 µM. actives 0.81% (n = 300,000);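 active = inhibition above the mean of all tested compounds plus 3 SD, set per screening campaign, cut at about 24% in these data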;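 note: plate controls were DMSO alone for no effect and ferristatin control at 100 nM for full effect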
Efflux pump inh – inhibitors of Candida efflux pumps in yeast, primary screen, S. cerevisiae, Nile Red, multiplex; S. cerevisiae Candida pump triplex; inhibition, % at 10 µM; actives 0.44% (n = 330,000); AID 485275, 2010;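 active = plate passing quality check with inhibition over a set limit, or well fluorescence over plate mean plus 4 SD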;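 note: Nile Red retained in pooled yeast measured as flow cytometry median fluorescence; 0% = buffer negative control and 100% = Enniatin B positive control; higher means more Nile Red kept so more efflux inhibition; some compounds called inactive have numbers as strong as hits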
core dimer inh – inhibitors of HCV core protein dimerization, primary screen, biochemical, TR-FRET, high-throughput; TR-FRET GST/Flag-core106 dimerization, 1536-well; inhibition, % at 5 µM; actives 0.33% (n = 300,000); AID 1899, 2009;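 active = inhibition above the mean of all tested compounds plus 3 SD, set per screening campaign, cut at about 45% in these data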
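System: GST-tagged and Flag-tagged HCV core protein residues 1-106 / Input: core106 proteins, GST 13.5 nM and Flag 17 nM / Buffer or medium: KF-containing HEPES buffer, pH 7.45, DTT, CHAPS, BSA / Probe or stimulus: Eu-anti-GST and XL665-anti-Flag labelled anti-tag antibodies / Schedule: 4 h, 22.5 °C incubation / Technique: TR-FRET 671 and 617 nm emission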
PP1 inh – PP1-alpha phosphatase inhibitors, primary screen, counter-screen for PP5 inhibitor project, biochemical, fluorescence, OMFP substrate, single point; Serine/threonine-protein phosphatase PP1-alpha catalytic subunit (Homo sapiens), P62136; purified PP1alpha; inhibition, % at 6.7 µM; actives 0.9% (n = 320,000);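 active = inhibition above the mean inhibition of all tested compounds plus 3 SD, computed separately for each screening campaign, cut at about 15% in these data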
PP5 inh – PP5 phosphatase inhibitors, primary screen, biochemical, fluorescence | actives 0.18% (n = 320,000) | AID 1987, 2009 | inhibition, % at 6.7 µM | purified PP5c, OMFP substrate fluorescence | Serine/threonine-protein phosphatase 5 (Homo sapiens), P53041;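 active = inhibition above the campaign's mean inhibition across all tested compounds plus 3 SD, cut at about 9.5% in these data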;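 note: 0% = DMSO only and 100% = 100 µM cantharidin control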
Target sequence (P53041 whole entry, looked up): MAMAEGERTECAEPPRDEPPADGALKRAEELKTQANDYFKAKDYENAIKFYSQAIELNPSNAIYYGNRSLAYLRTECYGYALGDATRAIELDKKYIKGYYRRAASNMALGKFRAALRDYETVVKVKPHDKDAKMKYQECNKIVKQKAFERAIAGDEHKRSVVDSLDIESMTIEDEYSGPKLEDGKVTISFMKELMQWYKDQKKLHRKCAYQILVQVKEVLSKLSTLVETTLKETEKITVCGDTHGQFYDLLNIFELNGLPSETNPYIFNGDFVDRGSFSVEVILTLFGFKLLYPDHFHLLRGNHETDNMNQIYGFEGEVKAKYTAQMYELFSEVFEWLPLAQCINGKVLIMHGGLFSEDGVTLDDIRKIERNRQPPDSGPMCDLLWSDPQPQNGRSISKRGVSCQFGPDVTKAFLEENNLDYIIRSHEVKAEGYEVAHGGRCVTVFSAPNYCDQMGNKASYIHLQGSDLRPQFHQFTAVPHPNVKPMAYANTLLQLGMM
CTSL1 counter – Fasciola hepatica cathepsin L1 inhibitors, primary screen, counter-screen for PFM18AAP inhibitor project, biochemical, QFRET, fluorogenic peptide substrate; recombinant F. hepatica cathepsin L1, Z-Leu-Arg-MCA fluorescence; actives 0.49% (n = 300,000); inhibition, % at 5.96 µM;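 active = inhibition above the mean of all tested compounds plus 3 SD, set per screening campaign, cut at about 17% in these data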;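 note: 0% = plate median of test compound wells and 100% = 1 µM Z-Phe-Ala-diazomethylketone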
Numbers without * were called inactive.

Results for CCOC(=O)c1cc2c(=O)n3ccccc3nc2n(CCCOC)c1=NC(C)=O ?
procasp3 activ: -6.8; JMJD2C inh: 2.7; proCasp7 act: -5.5; TPT1 inh: -2.3; Efflux pump inh: -0.3; core dimer inh: 6.7; PP1 inh: -1.4; PP5 inh: -1.3; CTSL1 counter: 4.1

How did O=C(Cc1c(Cl)cccc1Cl)NC1=NCCS1 do in these assays?
procasp3 activ: -7.4; JMJD2C inh: 3.2; proCasp7 act: -5.9; TPT1 inh: 0.6; Efflux pump inh: 0.2; core dimer inh: 3.0; PP1 inh: 2.2; PP5 inh: -0.9; CTSL1 counter: -3.2

Results for Cc1c(C(=O)NCc2cccs2)oc2ccccc12 ?
procasp3 activ: 3.5; JMJD2C inh: 33.6; proCasp7 act: -11.8; TPT1 inh: 3.6; Efflux pump inh: 0.1; core dimer inh: -1.5; PP1 inh: -4.5; PP5 inh: -0.6; CTSL1 counter: 2.7

How did Cc1cc(C(F)(F)F)nn1C(=O)c1cccnc1Cl do in these assays?
procasp3 activ: 3.7; JMJD2C inh: 35.5; proCasp7 act: 1.4; TPT1 inh: -6.1; Efflux pump inh: 0.1; core dimer inh: -0.6; PP1 inh: -0.8; PP5 inh: 0.0; CTSL1 counter: 2.9

How did C[C@@H]1O[C@@H](OC[C@H]2O[C@@H](Oc3c(-c4ccc(O)c(O)c4)oc4cc(O)cc(O)c4c3=O)[C@H](O)[C@@H](O)[C@@H]2O)[C@H](O)[C@H](O)[C@H]1O do in these assays?
procasp3 activ: 18.4; JMJD2C inh: -7.9; proCasp7 act: 0.8; TPT1 inh: -5.9; Efflux pump inh: 0.0; core dimer inh: -9.2; PP1 inh: -3.3; PP5 inh: 2.1; CTSL1 counter: 2.4

What do the screens show for `COc1ccc(CNC(=O)COc2cc3c(c4oc(=O)cc(C)c24)CCC(C)(C)O3)cc1`?
procasp3 activ: 14.4; JMJD2C inh: inconclusive; proCasp7 act: -0.3; TPT1 inh: -8.5; Efflux pump inh: 0.0; core dimer inh: 8.2; PP1 inh: 1.9; PP5 inh: 4.0; CTSL1 counter: 6.8

How did O=C(Nc1ccccn1)c1cccc(S(=O)(=O)N2CCCC2)c1 do in these assays?
procasp3 activ: 11.7; JMJD2C inh: -2.8; proCasp7 act: 8.9; TPT1 inh: -3.1; Efflux pump inh: -3.1; core dimer inh: 0.3; PP1 inh: -4.4; PP5 inh: -2.6; CTSL1 counter: 1.6

How did CCOC(=O)CC1C(=O)NCCN1Cc1cccs1 (stereo unspecified) do in these assays?
procasp3 activ: -7.1; JMJD2C inh: 3.8; proCasp7 act: 2.1; TPT1 inh: -4.5; Efflux pump inh: -0.1; core dimer inh: -3.9; PP1 inh: -0.8; PP5 inh: 1.9; CTSL1 counter: -2.1

Results for COc1ccccc1N1CCN(C(=O)COc2cc(C)ccc2C)CC1 ?
procasp3 activ: -4.7; JMJD2C inh: -3.9; proCasp7 act: 13.6; TPT1 inh: -3.6; Efflux pump inh: -0.1; core dimer inh: -4.9; PP1 inh: -1.8; PP5 inh: 0.9; CTSL1 counter: 0.1

Results for COc1cc(NC(=O)COC(=O)c2ccccc2F)cc(OC)c1 ?
procasp3 activ: -0.3; JMJD2C inh: 4.0; proCasp7 act: 2.5; TPT1 inh: 0.7; Efflux pump inh: 0.4; core dimer inh: 1.4; PP1 inh: -2.5; PP5 inh: 0.2; CTSL1 counter: -9.7

How did O=C1Nc2cc(Cl)c(Cl)cc2N(O)N1c1ccc(Cl)cc1 do in these assays?
procasp3 activ: -4.9; JMJD2C inh: 11.2; proCasp7 act: 0.2; TPT1 inh: 1.1; Efflux pump inh: 0.0; core dimer inh: 1.2; PP1 inh: 6.3; PP5 inh: -2.0; CTSL1 counter: -0.8

What do the screens show for `CC(C)C(=O)Nc1ccc2c(c1)oc1ccccc12`?
procasp3 activ: 10.8; JMJD2C inh: 3.4; proCasp7 act: -7.0; TPT1 inh: -7.3; Efflux pump inh: -0.2; core dimer inh: -5.8; PP1 inh: 4.1; PP5 inh: -1.4; CTSL1 counter: 0.2

What do the screens show for `O=Cc1cn(-c2ccccc2)nc1-c1ccncc1`?
procasp3 activ: -1.9; JMJD2C inh: 2.1; proCasp7 act: 2.7; TPT1 inh: 0.7; Efflux pump inh: -0.1; core dimer inh: 1.7; PP1 inh: 3.7; PP5 inh: 1.3; CTSL1 counter: 2.0

What do the screens show for `O=C(Nc1ccc(NC(=O)c2ccc([N+](=O)[O-])cc2[N+](=O)[O-])cc1)c1ccco1`?
procasp3 activ: -4.3; JMJD2C inh: 6.6; proCasp7 act: 6.2; TPT1 inh: -6.1; Efflux pump inh: -0.1; core dimer inh: -0.4; PP1 inh: -0.1; PP5 inh: -0.8; CTSL1 counter: 4.0

Results for COc1cc(C2SCC(=O)N2CCCN(C)C)cc(OC)c1OC (stereo unspecified) ?
procasp3 activ: 5.2; JMJD2C inh: 2.8; proCasp7 act: 12.5; TPT1 inh: 0.2; Efflux pump inh: 0.0; core dimer inh: -2.6; PP1 inh: 1.2; PP5 inh: 0.5; CTSL1 counter: -1.1

How did CCCn1c(=N)n(CC(=O)c2ccc(Cl)cc2)c2ccccc21 do in these assays?
procasp3 activ: -7.4; JMJD2C inh: -4.7; proCasp7 act: 5.3; TPT1 inh: -2.5; Efflux pump inh: 0.0; core dimer inh: 8.1; PP1 inh: 2.2; PP5 inh: -0.3; CTSL1 counter: -0.4

How did Cc1ccc(NC(=O)C2CCCN2S(=O)(=O)c2cccc3cccnc23)cc1F (stereo unspecified) do in these assays?
procasp3 activ: 8.1; JMJD2C inh: -5.0; proCasp7 act: 7.8; TPT1 inh: 0.7; Efflux pump inh: -0.1; core dimer inh: -2.0; PP1 inh: -2.1; PP5 inh: 0.3; CTSL1 counter: 0.1

How did Cc1c(C(=O)OCC(=O)N2CC(=O)Nc3ccccc32)oc2ccc(Br)cc12 do in these assays?
procasp3 activ: 3.2; JMJD2C inh: -0.8; proCasp7 act: 8.9; TPT1 inh: -3.0; Efflux pump inh: -0.2; core dimer inh: 22.6; PP1 inh: 0.7; PP5 inh: -0.5; CTSL1 counter: 0.5

How did CCCc1cc(C(=O)OC)c2ccccc2n1 do in these assays?
procasp3 activ: 6.0; JMJD2C inh: 18.7; proCasp7 act: -6.4; TPT1 inh: 1.4; Efflux pump inh: 0.8; core dimer inh: -8.9; PP1 inh: -1.2; PP5 inh: 0.0; CTSL1 counter: -1.3

What do the screens show for `CCOC(=O)c1sc2nc(C)nc(NCc3ccc(Cl)cc3)c2c1C`?
procasp3 activ: 1.0; JMJD2C inh: -6.2; proCasp7 act: 2.1; TPT1 inh: -0.1; Efflux pump inh: -0.1; core dimer inh: -5.2; PP1 inh: 3.6; PP5 inh: 5.3; CTSL1 counter: -1.4

What do the screens show for `Cc1cccc(C(=O)NCC(=O)OCc2cc(=O)n3ccsc3n2)c1`?
procasp3 activ: 1.0; JMJD2C inh: -3.5; proCasp7 act: 3.8; TPT1 inh: 0.0; Efflux pump inh: -0.1; core dimer inh: 2.1; PP1 inh: -3.4; PP5 inh: -0.4; CTSL1 counter: 2.2

What do the screens show for `CCOC(=O)Cc1nn[nH]n1`?
procasp3 activ: -10.8; JMJD2C inh: -28.7; proCasp7 act: 0.0; TPT1 inh: 3.4; Efflux pump inh: 0.3; core dimer inh: 2.5; PP1 inh: 0.5; PP5 inh: -0.8; CTSL1 counter: 2.8

What do the screens show for `Cc1cc(/C=C2\C(=O)NN(c3ccccc3)C2=O)c(C)n1-c1ccccc1O`?
procasp3 activ: 0.4; JMJD2C inh: 6.0; proCasp7 act: -0.9; TPT1 inh: 1.8; Efflux pump inh: -0.1; core dimer inh: -10.8; PP1 inh: 7.5; PP5 inh: -2.2; CTSL1 counter: 4.1

Results for CCN(CC)c1nc(Nc2ccc(Cl)cc2)nc(OCC#N)n1 ?
procasp3 activ: -10.4; JMJD2C inh: 8.6; proCasp7 act: 14.1; TPT1 inh: -0.5; Efflux pump inh: 0.0; core dimer inh: 6.7; PP1 inh: -1.3; PP5 inh: 6.4; CTSL1 counter: -0.3

Results for CC(=O)SCC(=O)N=c1sc2cc(F)ccc2n1C ?
procasp3 activ: 8.3; JMJD2C inh: -7.4; proCasp7 act: 2.6; TPT1 inh: 7.7; Efflux pump inh: 0.4; core dimer inh: 3.6; PP1 inh: 0.1; PP5 inh: -0.6; CTSL1 counter: -20.3

Results for O=C(CN(c1ccc(Cl)cc1)S(=O)(=O)c1ccc(Cl)c([N+](=O)[O-])c1)NCCc1ccc(F)cc1 ?
procasp3 activ: 0.1; JMJD2C inh: -3.5; proCasp7 act: 5.0; TPT1 inh: -3.2; Efflux pump inh: -0.2; core dimer inh: 8.7; PP1 inh: -2.2; PP5 inh: 0.1; CTSL1 counter: 2.5

What do the screens show for `CCOC(=O)C1CCCCN1Cc1ccc(OC)c(OC)c1OC` (stereo unspecified)?
procasp3 activ: -2.2; JMJD2C inh: -13.6; proCasp7 act: 0.3; TPT1 inh: 5.2; Efflux pump inh: 0.1; core dimer inh: 0.0; PP1 inh: -2.0; PP5 inh: 2.6; CTSL1 counter: -0.7

How did CC(C)CNC(=S)N1CCC(c2nc(-c3ccc(F)cc3)no2)CC1 do in these assays?
procasp3 activ: 2.5; proCasp7 act: -2.1; TPT1 inh: 0.0; Efflux pump inh: 0.0; core dimer inh: -2.5; PP1 inh: 2.9; PP5 inh: 3.5; CTSL1 counter: -4.7

How did CC(C)C[C@H]1CN=C(N(C)C)N1CC1CCCCCC1 do in these assays?
procasp3 activ: 1.0; JMJD2C inh: -0.2; proCasp7 act: -1.1; TPT1 inh: 2.2; Efflux pump inh: 0.0; core dimer inh: -2.4; PP1 inh: 2.5; PP5 inh: 4.4; CTSL1 counter: -3.0

Results for CCN1CCN(CCCNC(=O)c2ccc3c(c2)N(Cc2ccccc2)CCS3)CC1 ?
procasp3 activ: 7.5; JMJD2C inh: 0.3; proCasp7 act: -0.4; TPT1 inh: -4.8; Efflux pump inh: 0.1; core dimer inh: -1.2; PP1 inh: -3.5; PP5 inh: 2.7; CTSL1 counter: 41.9*

Results for Cc1ccc(C(=O)N/C(=C/C=C/c2ccccc2)C(=O)NCc2ccco2)cc1 ?
procasp3 activ: 4.4; JMJD2C inh: 5.0; proCasp7 act: 0.7; TPT1 inh: -0.3; Efflux pump inh: 0.0; core dimer inh: 1.3; PP1 inh: 0.6; PP5 inh: 1.8; CTSL1 counter: 9.8
